Screening results from PubChem.
GAA inhib = qHTS Assay for Inhibitors of Human alpha-Glucosidase as a Potential Chaperone Treatment of Pompe Disease | Lysosomal alpha-glucosidase (Homo sapiens), P10253 | purified human GAA, 4-MU-alpha-glucoside fluorescence | Potency, µM (top dose mostly 76.9 µM), inactives show at the highest dose activity change, negative = inhibition, most hits filed as inhibitors | 0.005% of 200,000 active | AID 1466, 2008;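 further: potency means the concentration at half of the fitted maximal effect; plate controls were uninhibited enzyme wells for no effect and no-enzyme background for full effect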
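Human enzyme at 4 nM with 400 uM 4-methylumbelliferyl-alpha-D-pyranoside, citrate/phosphate buffer pH 5.0, 0.005% Tween-20, 20 min at room temperature. Compounds up to 77 uM. 4-MU fluorescence (Ex 365/Em 440) read after NaOH/glycine stop; AC50 from Hill fit.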
LMNA splice mod = qHTS Assay for Modulators of Lamin A Splicing | 0.01% of 200,000 active | HeLa LMNA splicing GFP/RFP minigene ratio, 48 h | Potency, µM (highest dose often 46.1 µM), without a hit: at the highest dose ratio change, negative = inhibition, usual class: inhibitors; active means well fitted inhibition curve with a large enough effect in the signal ratio, with a control signal flat, not every such curve was filed as active; inconclusive means small, poorly fitted or top-dose-only effect, or effect the other way, or a change in a side signal; the % refers to the signal ratio; further: potency means the concentration at half of the fitted maximal effect; on the % scale 0 is the no-effect control and ±100 the full control effect
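S3 HeLa cells stably expressing lamin A-EGFP splicing minigene plus DsRed2, 600 cells/well, 48 h compound exposure at 37C. Laser-scanning cytometry; analysed as GFP (500-530 nm)/RFP (575-640 nm) total intensity ratio; 0.5% DMSO vehicle.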
HTT cytoprotect = qHTS Multiplex Assay to Identify Dual Action Probes in a Cell Model of Huntington: Cytoprotection (ATP); PC12 HTT-Q103 induced, cytoprotection, ATP luminescence, 40 h; Potency, µM (doses to about 56.4 µM), for the others: cytoprotection (ATP increase), actives largely listed as activators; 0.14% of 230,000 active;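 further: potency means the concentration at half of the fitted maximal effect; % of control where 0% means no effect; nearly all actives have a fitted effect of over 45% in size; toxic huntingtin expression switched on by the ecdysone agonist tebufenozide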
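Readout: ATPlite luminescence (ATP level). Model: stable PC12, inducible Htt exon1 Q103-GFP. Inducer: tebufenozide, 100 nM final. Compounds: dose series. No G418 in medium.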
HTT aggregate = qHTS Multiplex Assay to Identify Dual Action Probes in a Cell Model of Huntington: Aggregate Formation (GFP). PC12 HttQ103-GFP aggregates, Acumen cytometry, 40 h. Potency, µM (doses to about 46.1 µM), inactives show at the top dose activity change, negative = inhibition, most hits filed as inhibitors. 1.1% of 220,000 active; further: potency means the concentration at half of the fitted maximal effect; on the % scale 0 is the no-effect control and ±100 the full control effect; nearly all actives have a fitted effect of over 60% in size
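Quantitative HTS on tebufenozide-induced (100 nM) PC12 cells stably expressing polyQ103 Huntingtin exon 1–GFP. Reduction of bright GFP aggregates, detected by laser scanning cytometry after lysis, identified actives across the titration.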
CBFb RUNX1 block = qHTS Assay for Compounds Blocking the Interaction Between CBF-beta and RUNX1 for the Treatment of Acute Myeloid Leukemia | Runt-related transcription factor 1 (Homo sapiens) + Core-binding factor subunit beta … | AlphaScreen CBFb-His/RUNX1-biotin binding, biochemical | Potency, µM (doses to about 59.8 µM), inactives show top-dose activity, negative = inhibition, most hits filed as inhibitors | 230,000 tested, under 10 active | AID 1477, 2009; further: % of control where 0% means no effect
Target sequence (Q01196 whole entry, looked up): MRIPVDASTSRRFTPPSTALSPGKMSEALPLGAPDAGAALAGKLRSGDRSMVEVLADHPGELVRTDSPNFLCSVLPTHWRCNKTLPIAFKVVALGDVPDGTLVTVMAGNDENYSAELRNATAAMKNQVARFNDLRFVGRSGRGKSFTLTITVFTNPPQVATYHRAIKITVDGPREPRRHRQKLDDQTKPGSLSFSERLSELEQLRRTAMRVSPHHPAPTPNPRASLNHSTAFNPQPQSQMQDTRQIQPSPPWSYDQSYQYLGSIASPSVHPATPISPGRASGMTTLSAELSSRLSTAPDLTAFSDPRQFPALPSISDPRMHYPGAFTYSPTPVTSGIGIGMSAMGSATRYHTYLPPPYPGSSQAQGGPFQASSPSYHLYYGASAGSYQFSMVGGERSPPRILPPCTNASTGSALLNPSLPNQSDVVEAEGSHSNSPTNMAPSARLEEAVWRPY
Target sequence (Q13951 whole entry, looked up): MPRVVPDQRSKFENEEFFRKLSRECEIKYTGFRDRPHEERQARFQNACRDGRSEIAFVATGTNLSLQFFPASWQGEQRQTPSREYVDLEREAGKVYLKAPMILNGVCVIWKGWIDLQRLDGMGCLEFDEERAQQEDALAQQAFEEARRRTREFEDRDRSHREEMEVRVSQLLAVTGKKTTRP
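AlphaScreen binding: CBFb-His and RUNX1-biotin (30 nM each) preincubated 20 min, compound added for 15 min, then nickel and streptavidin beads for 90 min, all at room temperature. Disruption of the interaction by any mechanism counts as activity.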
aGlu spleen mod = qHTS Assay for Inhibitors and Activators of Human alpha-Glucosidase From Spleen Homogenate. Lysosomal alpha-glucosidase (Homo sapiens), P10253. human spleen homogenate, 4-MU-alpha-glucoside fluorescence. Potency, µM (top dose mostly 79.9 µM), for the others: at the top dose activity change, negative = inhibition, usual class: inhibitors. 0.006% of 240,000 active. AID 2112, 2009;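 further: potency means the concentration at half of the fitted maximal effect; 0% = enzyme with vehicle and -100% = no enzyme basal signal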
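AC50 values come from Hill-equation fits of concentration-response data, normalized to no-enzyme and full-activity controls. Enzyme source: 1 ug human spleen homogenate; 1 mM fluorogenic 4-MU glucoside, pH 5.0 citrate buffer, 37 C, 40 min.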
GAA glycogen = qHTS Assay for Inhibitors and Activators of Human alpha-Glucosidase Cleavage of Glycogen; Potency, µM (highest dose often 76.4 µM), without a hit: at the top dose activity change, negative = inhibition, usual class: inhibitors; 0.38% of 300,000 active; AID 2100, 2009; Lysosomal alpha-glucosidase (Homo sapiens), P10253; recombinant GAA, glycogen substrate, Amplex Red glucose oxidase fluorescence;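 further: potency means the concentration at half of the fitted maximal effect; 0% = full enzyme reaction and -100% = no-enzyme basal signal; the screen sought inhibitors and activators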
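Recombinant human alpha-glucosidase (4 nM final) hydrolysed bovine liver glycogen (30 ug) for 40 min at 37 C in pH 5.0 citrate/phosphate with 0.01% Tween-20. Released glucose detected by glucose oxidase/Amplex Red, Ex 573/Em 610 nm. Compounds up to 77 uM; AC50 from Hill fits.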
Numbers without * were called inactive; ? = inconclusive; · = no result given; [ ] = dose if it differs, or a comment. Unless noted, the call rests on the fitted dose curve; in most records, active means well fitted curve in the direction sought with a large enough effect; inconclusive means small, poorly fitted or top-dose-only effect, or another doubt; inactive means no such curve, though single readings can be large; an effect the other way counts as inactive or inconclusive.

SMILES	GAA inhib	LMNA splice mod	HTT cytoprotect	HTT aggregate	CBFb RUNX1 block	aGlu spleen mod	GAA glycogen
COC(=O)CSc1nc2ccccc2nc1SCC(=O)OC	3%	-3%	4%	8%	4%	-5%	0%
COC(=O)CSc1nc2ccccc2n1CC(=O)N(C(C)C)C(C)C	-5%	-7%	-10%	-3%	0%	2%	-17%
COc1ccc(CNC(=O)C2CC=CCC2C(=O)O)cc1OC (stereo not drawn)	-6%	3%	?	-9%	-1%	-2%	12%
COc1cc(C2C(C#N)=C(C)NC3=C2C(=O)CC(C)(C)C3)ccc1O (stereo not drawn)	4%	-5%	8%[10 µM]	-21%	14%	-4%	?
CC1CC(C)CN(C(=O)c2ccc(C#N)cc2)C1 (stereo not drawn)	0%	-5%[46 µM]	-7%[10 µM]	11%	13%	0%	9%
COCCCN1C(=O)c2[nH]nc(-c3ccccc3O)c2C1c1cccc(Cl)c1 (stereo not drawn)	-7%	?	-36%	-2%[9.22 µM]	4%	-10%	-8%
Cc1ccc(NC(=O)Cc2ccc(F)cc2)cc1	?	3%	3%	7%	3%	4%	6%
Cc1nc(N2CCN(S(=O)(=O)c3ccccc3)CC2)c2cc(-c3ccccc3)sc2n1	-11%	-2%	-4%	?	8%	2%	1%
CCOC(=O)CC(NC(=O)c1ccc(C)cc1)c1ccc(C)cc1 (stereo not drawn)	7%	5%	-1%	-5%	8%	-22%	-7%
Nc1nnn(Cc2ccccc2)n1	-3%	-9%	-1%[10 µM]	-1%	-1%	-3%	-1%
CCn1c2ccccc2c2cc(/C=N/NC(=O)c3cccc(C)c3)ccc21	-1%	?	-46%[inhibitor][10 µM]	7%	4%	1%	-12%
COC(=O)c1sc(SC)c2c1CC(C)(C)C/C2=N/O	0%	2%[46 µM]	-21%[10 µM]	-33%[9.22 µM]	6%	3%	5%
COc1ccc(Br)cc1CN1CCCC(C(=O)N2CCCCCC2)C1 (stereo not drawn)	4%	3%[0.0737 µM]	-10%	-27%	-3%	-9%	7%
COc1ccc(/C=C/C(=O)NC(=S)N2CCN(c3ccccc3OC)CC2)cc1	·	·	-12%[10 µM]	21%[9.22 µM]	7%	-4%	9%
CC(C)Oc1cccc(-c2cc(C(=O)N3CCN(c4ncccn4)CC3)c3ccccc3n2)c1	?	?	-112%[inhibitor]	?	3%	-3%	3%
O=C(O)CC1C(=O)NCCN1Cc1cccs1 (stereo not drawn)	-1%	20%[9.22 µM]	-22%	4%	1%	5%	1%
N#C/C(=C\C=C\c1ccccc1[N+](=O)[O-])C(=O)NC1CCCCC1	?	?	?	7%[9.22 µM]	-2%	-4%	6%
O=C1C=C(NC(=O)Nc2ccc(Cl)c(Cl)c2)CCC1	-4%	·	-31%	-27%	5%	-5%	6%
COCCNC(=O)Cn1cnc([N+](=O)[O-])n1	3%	·	-47%[inhibitor]	-29%	4%	-4%	5%
Cc1cc(SCC(=O)N(C)CC(=O)Nc2ccc(F)cc2)nc2ccccc12	0%	-6%	7%[10 µM]	16%	1%	-5%	-5%

A second format for some results above:
| SMILES | GAA inhib | LMNA splice mod | HTT cytoprotect | HTT aggregate | CBFb RUNX1 block | aGlu spleen mod | GAA glycogen |
| --- | --- | --- | --- | --- | --- | --- | --- |
| COc1ccc(Br)cc1CN1CCCC(C(=O)N2CCCCCC2)C1 (stereo not drawn) | 4% | 3%[0.0737 µM] | -10% | -27% | -3% | -9% | 7% |
| N#C/C(=C\C=C\c1ccccc1[N+](=O)[O-])C(=O)NC1CCCCC1 | ? | ? | ? | 7%[9.22 µM] | -2% | -4% | 6% |

Remaining list, next part:
SMILES	GAA inhib	LMNA splice mod	HTT cytoprotect	HTT aggregate	CBFb RUNX1 block	aGlu spleen mod	GAA glycogen
CCCS(=O)(=O)N1CCN(C(=O)c2cccnc2)CC1	-3%	14%	28%[1.9 µM]	8%	13%	-2%	4%
Clc1ccc(-n2ncc3c(NCCN4CCOCC4)ncnc32)cc1	-4%	7%	-10%	-28%	5%	-4%	2%
O=C(c1ccc2c(c1)OCO2)N1CCCc2ccccc21	-1%	?	3%[10 µM]	-16%	15%	7%	-9%
CCN(C(=O)CSc1nnc(NC2CCCCC2)s1)C1CCS(=O)(=O)C1 (stereo not drawn)	3%	2%	-7%	15%	3%	-4%	0%
O=S(=O)(NCCSc1nnc(-c2ccco2)n1-c1ccccc1)c1ccccc1	-1%	?	-7%	8%	-6%	12%	0%
Cc1cc(NC(=O)COC(=O)C2CCN(S(=O)(=O)c3c(Cl)cccc3Cl)CC2)no1	-6%	5%	8%	-19%	1%	-10%	4%
O=S(=O)(Nc1cccc(Cl)c1)c1ccc2oc(=S)[nH]c2c1	-6%	·	-51%[inhibitor]	16%	-4%	0%	-15%
O=[N+]([O-])c1cc(C(F)(F)F)ccc1Sc1ccc2ccccc2n1	?	?	10%	-4%	-25%	2%	-4%
Cc1ccc(CNC(=O)CCNS(=O)(=O)c2ccc(C)cc2)cc1	-10%	13%	-2%[10 µM]	-11%	3%	0%	7%
CS(=O)(=O)N1CCN(c2ccc([N+](=O)[O-])cc2F)CC1	-6%	?	6%	21%	24%	·	5%

Whole records, quoted from the list.
Record of COC(=O)CSc1nc2ccccc2nc1SCC(=O)OC : GAA inhib = 3%; LMNA splice mod = -3%; HTT cytoprotect = 4%; HTT aggregate = 8%; CBFb RUNX1 block = 4%; aGlu spleen mod = -5%; GAA glycogen = 0%
Record of O=S(=O)(Nc1cccc(Cl)c1)c1ccc2oc(=S)[nH]c2c1 : GAA inhib = -6%; LMNA splice mod = ·; HTT cytoprotect = -51%[inhibitor]; HTT aggregate = 16%; CBFb RUNX1 block = -4%; aGlu spleen mod = 0%; GAA glycogen = -15%

Next section
SMILES	GAA inhib	LMNA splice mod	HTT cytoprotect	HTT aggregate	CBFb RUNX1 block	aGlu spleen mod	GAA glycogen
Cc1onc(-c2ccccc2)c1-c1nnc(-c2ccccc2C(F)(F)F)o1	-9%	·	17%[10 µM]	6%[9.22 µM]	?	-2%	-9%
COc1ccc(/C=C/C2=NNC(=O)CC2)cc1	-2%	?	-63%[inhibitor]	21%	?	-3%	9%
CSCC[C@H](NC(=O)CC(C)(C)C)c1nc2ccccc2[nH]1	1%	-5%	-11%	-14%	-2%	-1%	-11%
O=C(c1ccccc1)c1cc(F)c(N2CCOCC2)cc1Cl	1%	16%	-16%	-26%	11%	-4%	-26%
O=C(NCc1ccncc1)C(=O)NCC(c1ccco1)N1CCN(c2ccccc2)CC1 (stereo not drawn)	-5%	·	-7%	-8%	14%	-1%	-3%
COCCCN(C(=S)Nc1cc(Cl)cc(Cl)c1)C(C)c1ccncc1 (stereo not drawn)	-3%	?	9%[10 µM]	-11%	-1%	0%	-9%
O=C1CSc2ccc(C(=O)O)cc2N1	4%	13%[46 µM]	-7%	?	6%	-21%	-4%
COc1ccc(C)cc1S(=O)(=O)n1ccnc1C	-7%	0%[46 µM]	10%[10 µM]	-17%[9.22 µM]	8%	5%	11%
O=C(Nc1ccccc1C(=O)OCc1nnc(-c2ccccc2)o1)c1ccco1	-15%	?	4%	0%	2%	4%	-9%
CCc1ccc(CNC(=O)C(=O)NCC2CCCO2)cc1 (stereo not drawn)	0%	?	-6%[10 µM]	-14%[9.22 µM]	8%	3%	0%
COc1cccc(-n2c(SCC(=O)Nc3cc(C)on3)nc3ccccc3c2=O)c1	7%	?	7%[10 µM]	-26%[9.22 µM]	6%	-9%	6%
CCC(Sc1nc2ccsc2c(=O)n1-c1ccc(Cl)c(C)c1)C(=O)NCc1ccco1 (stereo not drawn)	-6%	?	-3%[10 µM]	10%	-14%	-4%	-6%
CC(C)Sc1nnc(-c2c[nH]c3ccccc23)n1C	1%	-6%	-44%[inhibitor]	-5%	4%	-3%	7%
COc1ccc(-c2cc(C(=O)Nc3cccc(C(C)=O)c3)no2)cc1	-2%	7%	-12%	-5%[9.22 µM]	2%	-9%	-5%
CCn1cc(C(=O)N2CC(C)CC(C)C2)c(=O)c2cc(S(=O)(=O)N(C)C)ccc21 (stereo not drawn)	·	·	0%[10 µM]	2%[9.22 µM]	9%	-7%	11%
CC1(C)CC(=O)C2=C(C1)OC(N)=C(C#N)C2c1ccoc1 (stereo not drawn)	-3%	·	-28%	-13%	-6%	·	-7%
O=C(NCc1ccc2c(c1)OCO2)c1cc(-c2ccccc2Cl)on1	1%	7%	-32%	-1%	11%	0%	-4%
CCOC(=O)C1(CCCc2ccccc2)CCN(C(=O)c2ocnc2C)CC1	-10%	·	-36%[inhibitor]	-6%	16%	-4%	-6%
Cc1nn(CC(=O)Nc2sc3c(c2C#N)CCC(C(C)(C)C)C3)c(C)c1[N+](=O)[O-] (stereo not drawn)	-14%	3%	-5%	17%	0%	2%	0%
C=CCn1c(=S)[nH]c2ccccc2c1=O	-1%	-3%	22%[10 µM]	-1%	14%	-8%	-5%
Cc1ccc(NC(=O)COC(=O)C2CC2)c(Br)c1	1%	7%	·	9%	1%	-7%	4%
Cn1c(=O)c2c(ncn2CC(=O)N/N=C/C(Cl)=C/c2ccccc2)n(C)c1=O	-15%	-13%	-20%[1.9 µM]	8%	8%	-4%	11%
COc1ccc(OC)c(-n2nnnc2SCC(=O)Nc2ccccc2N2CCOCC2)c1	-14%	·	30%[10 µM]	-23%[9.22 µM]	2%	3%	-3%
CCOC(=O)c1sc(N)c(C#N)c1CSc1nc2ccc(C)cc2[nH]1	-9%	?	-6%	2%	3%	3%	-6%
COc1ccc(C/C(N)=N/n2cnnc2)cc1	3%	-4%	-14%	?	-7%	2%	1%
O=C(C1=NN[C@@H]2C(=O)N(c3cccc(C(F)(F)F)c3)C(=O)[C@H]12)c1cnccn1	·	·	1%[10 µM]	2%[9.22 µM]	-1%	-16%	-4%
CC(=O)c1ccc(S(=O)(=O)N2CCN(c3ccccc3F)CC2)cc1	1%	20%[46 µM]	33%[10 µM]	1%[9.22 µM]	0%	1%	11%
